Screening data (PubChem)
miR122 inh: miR-122 inhibition in Huh7 cells. Huh7 miR-122 Renilla luciferase sensor, 48 h; neutral wells = 0, positive control = 100. 340,000 tested, 0.3% active. activation (reporter increase), % at 12.5 µM;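 active means mean replicate activation score at least 90 and every replicate individually at or above 90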;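 further: higher luciferase means less miR-122 activity so hits act as miR-122 inhibitors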
ERp5 inh: inhibitors of human ERp5; ERp5 insulin aggregation, absorbance 650 nm, 90 min; 350,000 tested, 0.05% active; AID 651711; inhibition, % at 9.99 µM; Q15084;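 active means mean replicate inhibition above about 25%, with every replicate also reaching it, limit read from the data, passing the limit was not always enough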
Target sequence (Q15084 whole entry, looked up): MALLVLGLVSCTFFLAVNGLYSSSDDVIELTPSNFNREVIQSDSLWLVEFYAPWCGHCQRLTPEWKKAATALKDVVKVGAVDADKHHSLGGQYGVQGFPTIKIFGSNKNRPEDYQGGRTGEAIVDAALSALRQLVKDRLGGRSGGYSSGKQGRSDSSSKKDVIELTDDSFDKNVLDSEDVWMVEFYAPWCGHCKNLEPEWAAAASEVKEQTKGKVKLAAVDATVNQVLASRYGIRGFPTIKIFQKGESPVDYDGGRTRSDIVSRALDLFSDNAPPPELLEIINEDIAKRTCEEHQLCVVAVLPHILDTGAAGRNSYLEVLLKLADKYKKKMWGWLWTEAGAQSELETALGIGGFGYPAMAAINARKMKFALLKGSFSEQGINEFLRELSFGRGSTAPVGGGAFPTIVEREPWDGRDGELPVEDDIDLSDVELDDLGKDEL
ARNT TACC3 PPI: disrupts binding between human ARNT and TACC3. AlphaScreen His-ARNT PAS-B/GST-TACC3 binding, luminescence; TACC3 fragment carries E629A point mutation. inhibition, % at 9.99 µM. 390,000 tested, 0.66% active;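 active means mean inhibition of replicates at least 50% and at least half of replicates each reaching 50%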;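 further: 0% = complete ARNT plus TACC3 wells and 100% = ARNT alone without TACC3; many hits fall short of the cut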
Cneo AK release: causes C. neoformans cell lysis. adenylate kinase release luminescence, 4 h; normalised: neutral wells 0, clomiphene wells 100. lysis activity, % at 15 µM. 360,000 tested, 0.2% active. AID 651654;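 active means mean lysis activity across replicates of at least 80%, whatever share of replicates individually reach that level; inactive means mean lysis activity below 80%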
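Material: C. neoformans cells; Schedule: 4 h static compound exposure, 37 °C, read 1 h post-reagent; Measured by: adenylate kinase release luminescence; Read-out: signal increase indicating cell lysis; Controls: Clomiphene as positive lysis control.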
esBAF inh: inhibitors of esBAF chromatin remodeling in mouse ES cells; Bmi1-luciferase knock-in reporter, 24 h; 100% = twice the neutral-well signal; 350,000 tested, 2% active; AID 602393; reporter increase, % at 12.5 µM; in the data active means activation above about 40%;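 further: 0% = median of the plate's neutral control wells and 100% = double that signal; a rise in the Bmi1 reporter signal indicates esBAF inhibition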
Statin myotox sup: suppressors of simvastatin-induced myotoxicity in C2C12 myotubes; ATP luminescence, 48 h; scaled: DMSO 0, geranylgeraniol control 100; rescue of ATP level, % at 7.49 µM; 330,000 tested, 0.78% active; AID 602340;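 active means mean ATP rescue above about 67%, or every replicate alone reaching that limit, limit read from the data, passing the limit was not always enough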;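 further: myotubes were challenged with 10 µM simvastatin during compound exposure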
SIRT5 inh: blocks human SIRT5 desuccinylation of peptide | Q9NXA8 | Purified SirT5, succinyl-peptide AMC, trypsin-coupled fluorescence | inhibition, % at 15 µM | 330,000 tested, 1.1% active | AID 652115; in the data active means inhibition above about 15%
Target sequence (Q9NXA8 whole entry, looked up): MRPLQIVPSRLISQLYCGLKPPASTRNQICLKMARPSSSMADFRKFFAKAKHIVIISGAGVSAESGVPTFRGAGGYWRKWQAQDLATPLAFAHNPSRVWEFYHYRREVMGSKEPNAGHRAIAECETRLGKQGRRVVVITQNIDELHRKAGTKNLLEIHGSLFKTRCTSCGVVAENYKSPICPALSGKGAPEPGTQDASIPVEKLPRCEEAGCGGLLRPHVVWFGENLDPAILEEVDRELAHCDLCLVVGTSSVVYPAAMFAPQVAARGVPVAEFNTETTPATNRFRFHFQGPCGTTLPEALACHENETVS
An asterisk follows results filed as active; x = not tested or not shown; & = joins results of further samples; [ ] = dose if it differs, or a comment. Not a hit list, and some 4% of all compounds hit somewhere here.

SMILES | miR122 inh | ERp5 inh | ARNT TACC3 PPI | Cneo AK release | esBAF inh | Statin myotox sup | SIRT5 inh
O=C(O)C(Cc1ccccc1)N1C(=O)c2ccccc2C1=O (configuration not stated) | -5 | x | -6 | 0 | 2 | 9 | x
COC(=O)C1=CN(CCCN2CCCC2=O)C=C(C(=O)OC)C1c1ccccc1C(F)(F)F | 0 | x | -3 | 0 | 0 | 12 | x
COc1ccc(C2Nc3ccccc3C(=O)N2c2ccc(C)cc2)cc1Cn1nc(C)c([N+](=O)[O-])c1C (configuration not stated) | -1 | -2 | -3 | -1 | 86* | -18 | -5
CCCc1nc(SCC(=O)NNC(=O)c2ccc(OC)cc2)c2ccccc2n1 | x | 6 | 3 | x | x | x | -3
O=C(Cn1c(=O)oc2cc(S(=O)(=O)N3CCCC3)ccc21)N1CCN(c2ccccc2)CC1 | -4 | -8 | 0 | 0 | 13 | -2 | -4
CN(C)c1nc(OCC(=O)NC(C)(C)C)nc(N(C)C)n1 | 5 | x | 0 | -1 | -9 | 16 | x
CCOC(=O)N1CCN(C(=O)CN(Cc2ccc(Cl)cc2)S(C)(=O)=O)CC1 | -3 | x | -7 | -3 | -12 | -3 | x
CCn1c(SCc2nc3ccccc3c(=O)[nH]2)nc2ccccc2c1=O | x | x | -1 | 0 | -5 | -19 | x
CC(C)(C#CCN1CCCC1)OCCC#N | 0 | x | x | 2 | 0 | 2 | x
CC(C)CNC(=O)CSc1nnc(CN2CCCCCC2=O)n1-c1ccccn1 | 0 | x | -2 | 0 | 4 | -7 | x
CC(=O)N1[C@@H]2CN(S(=O)(=O)c3cccc(C)c3)c3ccccc3[C@@H]2[C@@H]1CO | -17[16.7 µM] | 1 | -9 | -4 | -2 | 1 | x
CCS(=O)(=O)N1CCN=C1SC(C)c1ccccc1 (configuration not stated) | -7 | 1 | -6 | -3 | 8 | -6 | 1
CCOc1ccc(N(CC(=O)NCCc2ccccc2)C(=O)CCC(=O)Nc2nccs2)cc1 | 7 | 1 | 18 | 5 | -6 | 27 | -5
OC[C@@H]1[C@@H](c2ccc(-c3ccccc3)cc2)[C@@H]2CN(CCC(F)(F)F)CCCCN12 | 1[16.7 µM] | 4 | 5 | 0 | x | x | -1
CCCCNC(=O)Nc1ccccc1CC | x | 3 | -16 | 1 | 1 | -2 | -1
O=C(C[C@@H]1C[C@H]2c3cc(NS(=O)(=O)c4ccccc4)ccc3O[C@H]2[C@H](CO)O1)NC1CCCCC1 | -3[16.7 µM] | 35* | 4 | -2 | -4 | -12 | 1
C[C@@H]1CN([C@@H](C)CO)S(=O)(=O)c2ccc(-c3ccccc3)cc2O[C@@H]1CN(C)CC1CC1 | 7[16.7 µM] | 6 | 0 | 4 | 0 | -126 | 2
O=C(Nc1ccccc1Cl)NC1(C(=O)NCCCN2CCOCC2)CCCCC1 | 3 | x | x | 2 | 16 | -1 | x
O=C(COC(=O)C1Cc2ccccc2CN1C(=O)c1ccccc1)Nc1ccc(SC(F)F)cc1 (configuration not stated) | 2 | -5 | -2 | x | 7 | -2 | 1
C[C@@H]1CN([C@@H](C)CO)C(=O)c2cccc(NS(C)(=O)=O)c2O[C@H]1CN(C)Cc1ccc(Oc2ccccc2)cc1 | -1[16.7 µM] | 1&-1 | 5&7 | 6&-1 | -3&-3 | -8&-8 | -3&-3
CNC(=O)C[C@@H]1CC[C@@H]2[C@H](COc3ccc(NC(=O)C(C)C)cc3C(=O)N2C)O1 | -17[16.7 µM] | x | -11 | -1 | 4 | 19 | x
CCCNC(=O)N1[C@H](C#N)[C@@H](c2ccc(-c3ccccc3F)cc2)[C@H]1CO | x | -4 | -6 | -3 | -1 | 14 | 5
Cc1ccc(-n2ncc3c2CCCC3NC(=O)CCN2CCCC2=O)cc1C (configuration not stated) | x | 2 | -2 | -2 | 4 | -20 | -5
CC(C)COc1ccccc1C(=O)NC(CO)C(=O)O (configuration not stated) | 3 | x | -3 | 2 | x | x | x
CCN1CCN(C(=O)c2ccc(CS(=O)(=O)Cc3ccccc3C)o2)CC1 | -2 | 8 | -4 | 1 | -3 | -11 | -4

A section of the results above:
SMILES | miR122 inh | ERp5 inh | ARNT TACC3 PPI | Cneo AK release | esBAF inh | Statin myotox sup | SIRT5 inh
CCOC(=O)N1CCN(C(=O)CN(Cc2ccc(Cl)cc2)S(C)(=O)=O)CC1 | -3 | x | -7 | -3 | -12 | -3 | x
CCn1c(SCc2nc3ccccc3c(=O)[nH]2)nc2ccccc2c1=O | x | x | -1 | 0 | -5 | -19 | x
CC(C)(C#CCN1CCCC1)OCCC#N | 0 | x | x | 2 | 0 | 2 | x
CC(C)CNC(=O)CSc1nnc(CN2CCCCCC2=O)n1-c1ccccn1 | 0 | x | -2 | 0 | 4 | -7 | x
CC(=O)N1[C@@H]2CN(S(=O)(=O)c3cccc(C)c3)c3ccccc3[C@@H]2[C@@H]1CO | -17[16.7 µM] | 1 | -9 | -4 | -2 | 1 | x
CCS(=O)(=O)N1CCN=C1SC(C)c1ccccc1 (configuration not stated) | -7 | 1 | -6 | -3 | 8 | -6 | 1
CCOc1ccc(N(CC(=O)NCCc2ccccc2)C(=O)CCC(=O)Nc2nccs2)cc1 | 7 | 1 | 18 | 5 | -6 | 27 | -5
OC[C@@H]1[C@@H](c2ccc(-c3ccccc3)cc2)[C@@H]2CN(CCC(F)(F)F)CCCCN12 | 1[16.7 µM] | 4 | 5 | 0 | x | x | -1
CCCCNC(=O)Nc1ccccc1CC | x | 3 | -16 | 1 | 1 | -2 | -1
O=C(C[C@@H]1C[C@H]2c3cc(NS(=O)(=O)c4ccccc4)ccc3O[C@H]2[C@H](CO)O1)NC1CCCCC1 | -3[16.7 µM] | 35* | 4 | -2 | -4 | -12 | 1
C[C@@H]1CN([C@@H](C)CO)S(=O)(=O)c2ccc(-c3ccccc3)cc2O[C@@H]1CN(C)CC1CC1 | 7[16.7 µM] | 6 | 0 | 4 | 0 | -126 | 2
O=C(Nc1ccccc1Cl)NC1(C(=O)NCCCN2CCOCC2)CCCCC1 | 3 | x | x | 2 | 16 | -1 | x
O=C(COC(=O)C1Cc2ccccc2CN1C(=O)c1ccccc1)Nc1ccc(SC(F)F)cc1 (configuration not stated) | 2 | -5 | -2 | x | 7 | -2 | 1
C[C@@H]1CN([C@@H](C)CO)C(=O)c2cccc(NS(C)(=O)=O)c2O[C@H]1CN(C)Cc1ccc(Oc2ccccc2)cc1 | -1[16.7 µM] | 1&-1 | 5&7 | 6&-1 | -3&-3 | -8&-8 | -3&-3
CNC(=O)C[C@@H]1CC[C@@H]2[C@H](COc3ccc(NC(=O)C(C)C)cc3C(=O)N2C)O1 | -17[16.7 µM] | x | -11 | -1 | 4 | 19 | x

The list goes on.
SMILES | miR122 inh | ERp5 inh | ARNT TACC3 PPI | Cneo AK release | esBAF inh | Statin myotox sup | SIRT5 inh
CN1C(=O)c2cc(NC(=O)c3ccc(F)c(F)c3)ccc2OC[C@@H]2O[C@H](CC(=O)N[C@@H]3CCN(Cc4ccccc4)C3)CC[C@@H]21 | x | -4 | 6 | 75 | 15 | 11 | 4
COC(=O)c1ccc(NC(=O)Nc2cccc(F)c2)cc1 | -10 | 4 | 2 | -7 | 70* | -24 | x
O=C(Nc1cccc2ccccc12)N1CC=CCC1 | x | x | 2 | -1 | -3 | -1 | x
COC(=O)[C@H](CC(C)C)N1Cc2cc(OC)cc(OC)c2-c2ccccc2S1(=O)=O | 4 | -1 | -2 | 26 | -1 | -5 | x
CCN1[C@H](C(=O)NC2Cc3ccccc3C2)[C@@H](CO)[C@@H]2Cn3c(ccc(C4=CCCCC4)c3=O)[C@@H]21 | -7[16.7 µM] | 7 | 2 | 0 | 1 | 36 | -4
CC(C)n1c(=S)[nH]c2ccccc2c1=O | 1 | x | -5 | -2 | -2 | -40 | x
CCN1C(=O)[C@H]2[C@@H](c3ccc(OC)cc3)N[C@]3(CCCN(Cc4ccco4)C3=O)[C@H]2C1=O | -4 | 5 | x | 0 | 2 | 8 | 1
Cc1oc(-c2ccc(Cl)cc2)cc1C(=O)O | x | 3 | -4 | x | 56* | 6 | -2
COCCCn1c(C)nc2c(c1=O)c1nc3ccccc3nc1n2CCc1ccccc1 | -1 | x | 21 | -1 | 3 | 32 | x
Cc1nc(-c2ccc(F)cc2)c(CC(=O)Nc2cc(S(=O)(=O)N3CCCCC3)ccc2C)s1 | 0 | -7 | x | x | 4 | 2 | 2
O=C1CCCN1c1cccc(Br)c1 | x | x | -1 | 4 | -2 | 6 | x
CC[C@@H](CCC=C(C)C)C(=O)N(Cc1ccccc1)c1ccccc1 | 1 | -1 | -7 | -3 | 2 | -8 | -5
Nn1c(SCC(=O)Nc2nnc(-c3ccccc3)o2)nnc1C1CC1 | -5 | 15 | 37 | -4 | 0 | -7 | -3
CSC1=C(C#N)C(c2ccccc2C)C(C#N)=C(N)N1 (configuration not stated) | -2 | x | 2 | 6 | -9 | 4 | x
CCOC(=O)Cc1csc(NC(=O)COc2cc(C)cc(C)c2)n1 | x | 10 | -3 | x | x | x | -3
CCOC(=O)COc1cc(-n2c(=S)[nH]c3ccccc3c2=O)c(Cl)cc1Cl | x | 6 | 41 | x | x | x | -3
c1ccc(CNc2nc(-c3cccs3)nc3ccccc23)nc1 | x | 8 | 24 | x | x | x | -2
CC(=O)c1cccc(OCC(O)CNCCOc2ccc(C)cc2)c1 (configuration not stated) | -2 | 3 | 4 | 9 | -2 | 4 | x
CCNCC(=O)N1c2ccccc2CCc2ccc(NC(C)=O)cc21 | -6 | x | 3 | 1 | -1 | -3 | x
O=C(NNc1ccccn1)C(=O)NNS(=O)(=O)c1ccc(F)cc1 | -22 | x | 63* | x | -5 | -4 | x
C=CCNC(=O)c1ccc(-n2cccc2)cc1 | -2 | -3 | x | -1 | 17 | -12 | -3
Cc1ccc(-c2nn(-c3ccccc3)cc2/C=C(\C#N)c2cccc(C#N)c2)o1 | -4 | x | -1 | -1 | x | x | x
Cc1noc(C)c1NC(=O)N(C)C[C@@H]1Oc2c(NS(C)(=O)=O)cccc2C(=O)N([C@H](C)CO)C[C@@H]1C | 2[16.7 µM] | 3 | x | 6 | 4 | x | -1
CCC(=O)Nc1ccc2c(c1)OC[C@@H](C)N(CCc1ccccc1)C[C@@H](C)[C@H](OC)CN(C)C2=O | x | 9 | 6 | -2 | 9 | -5 | 5
O=C(CN1CCN(S(=O)(=O)c2ccc(Cl)cc2)CC1)NC1CCCC1 | x | 6 | 1 | 10 | -6 | 12 | -3
(list continues)
SMILES | miR122 inh | ERp5 inh | ARNT TACC3 PPI | Cneo AK release | esBAF inh | Statin myotox sup | SIRT5 inh
Cc1ccc(S(=O)(=O)Nc2ccc3c(c2)C(=O)N([C@@H](C)CO)C[C@@H](C)[C@@H](CN(C)S(=O)(=O)c2ccc(C)cc2)OCCCC[C@H](C)O3)cc1 | -3[16.7 µM] | 0 | x | -1 | -2 | x | 6
COc1ccc(NC(=O)N(C)C[C@@H]2OCCCC[C@@H](C)Oc3ccc(NC(=O)NC(C)C)cc3C(=O)N([C@H](C)CO)C[C@H]2C)cc1 | -3[16.7 µM] | 0 | 1 | -2 | 3 | x | 1
COc1cc(CNC(=O)Nc2nnc([C@@H]3C[C@H](O)[C@@H](CO)O3)s2)cc(OC)c1OC | 1 | -6 | x | 3 | 4 | 8 | 1
COc1ccccc1-c1ccc2c(c1)O[C@@H](CN(C)S(=O)(=O)c1ccc(F)cc1)[C@H](C)CN([C@@H](C)CO)S2(=O)=O | -25[16.7 µM] | -1 | -7 | 0 | -8 | -33 | 11
O=C1C=C(CCc2ccccc2)CCC1 | -2 | -5 | x | 0 | -5 | 5 | x
CCOC(=O)c1c(NC(=O)c2ccc(Cl)s2)sc(C)c1C | -3 | 7 | -7 | -2 | 1 | 3 | x
COc1ccccc1OCCn1cc(C(=O)c2ccco2)c2ccccc21 | 1 | x | 2 | 0 | -41 | x | x
Cc1onc(-c2ccccc2Cl)c1C(=O)N/N=C(\N)COc1ccc(Cl)cc1 | -3 | x | -2 | -1 | -5 | -22 | x
CCCCNC(=O)c1onc(CSc2ccc(OC)cc2)c1C(=O)O | x | -7 | -1 | -1 | 3 | -7 | x
O=C(COC(=O)c1ccc(S(=O)(=O)NCc2ccco2)cc1)NCc1ccccc1 | x | -1 | 8 | -3 | 2 | 9 | -5
